S1P2 agonist: agonists of human S1P2 receptor | activation, % at 4.5 µM | AID 729 | S1P2-expressing cell line, agonist reporter read-out | O95136 | 97,000 compounds, 0.46% hits; in the data active = activation above about 16%;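 also: 0% = vehicle low control and 100% = maximal reference agonist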
EphB4 ephrin blk: antagonists of human EphB4-ephrin-B2 interaction; P54760; EphB4 LBD / TNYL-RAW-Alexa532 peptide, fluorescence polarization; inhibition, % at 7 µM; 97,000 compounds, 0.15% hits; AID 720;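 active = inhibition above the screen-wide mean inhibition plus 3 SD, cut at about 15% in these data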;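 also: 0% = DMSO wells and 100% = excess unlabeled TNYL-RAW peptide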
PostGolgi ctrl: growth of the yeast control strain, post-Golgi counter-screen. efflux-deficient yeast background strain, growth absorbance A615, 16 h. inhibition, % at 10 µM. 98,000 compounds, 5% hits. AID 738
PTPN22 act: activators of human LYP (PTPN22) phosphatase; activation, % at 2 µM; 96,000 compounds, 0.11% hits; recombinant LYP, DiFMUP fluorescence; 0 = plate median, 100 = signal doubled;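 active = activation at 2 µM above a set limit, the mean plus 5 SD, cut at about 37% in these data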
Target sequence (Q9Y2R2 whole entry, looked up): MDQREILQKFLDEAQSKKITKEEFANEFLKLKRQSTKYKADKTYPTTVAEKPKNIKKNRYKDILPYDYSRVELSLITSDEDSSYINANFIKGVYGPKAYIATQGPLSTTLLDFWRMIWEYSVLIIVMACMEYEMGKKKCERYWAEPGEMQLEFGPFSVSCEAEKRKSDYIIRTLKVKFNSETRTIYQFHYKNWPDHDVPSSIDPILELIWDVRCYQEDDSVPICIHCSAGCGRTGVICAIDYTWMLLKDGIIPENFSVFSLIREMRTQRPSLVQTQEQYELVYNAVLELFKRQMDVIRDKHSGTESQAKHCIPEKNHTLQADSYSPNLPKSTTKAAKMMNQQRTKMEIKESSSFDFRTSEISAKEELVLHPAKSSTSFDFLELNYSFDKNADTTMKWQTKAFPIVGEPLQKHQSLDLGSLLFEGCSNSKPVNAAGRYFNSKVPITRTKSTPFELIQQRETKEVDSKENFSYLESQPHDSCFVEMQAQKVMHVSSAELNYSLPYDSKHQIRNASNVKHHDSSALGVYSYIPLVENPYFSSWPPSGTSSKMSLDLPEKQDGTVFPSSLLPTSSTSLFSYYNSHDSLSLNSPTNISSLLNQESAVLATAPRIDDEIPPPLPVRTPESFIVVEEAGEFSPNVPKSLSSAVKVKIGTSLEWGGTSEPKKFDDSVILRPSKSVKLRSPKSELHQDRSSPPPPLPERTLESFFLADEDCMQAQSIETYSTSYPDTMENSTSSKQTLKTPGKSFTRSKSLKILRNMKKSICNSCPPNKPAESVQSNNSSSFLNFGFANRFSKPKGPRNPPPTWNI
S1P2 antag: blocks the human S1P2 receptor; O95136; cell-based S1P2 antagonist assay, inhibition at 5 uM; inhibition, % at 5 µM; 97,000 compounds, 0.21% hits; AID 736; in the data active = inhibition above about 45%;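 also: CRE beta-lactamase reporter cells expressing human S1P2 stimulated with S1P; 0% = agonist at EC80 alone and 100% = agonist plus reference antagonist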
FAK blocker: inhibitors of human focal adhesion kinase | Q05397 | biochemical FAK kinase activity assay | inhibition, %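 (tested at 7 µM)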 | 97,000 compounds, 0.84% hits; in the data active = inhibition above about 19%;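 also: 0% = DMSO and 100% = reference compound high control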
Rev-RRE block: inhibitors of HIV-1 Rev-RRE RNA interaction. P05866. Rev peptide-RRE RNA binding, FRET. inhibition, % at 8 µM. 97,000 compounds, 0.79% hits;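 active = inhibition above the screen-wide mean plus 3 SD, cut at about 35% in these data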;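 also: 0% = median DMSO wells and 100% = median Neomycin B control wells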
Target sequence (P05866 whole entry, looked up): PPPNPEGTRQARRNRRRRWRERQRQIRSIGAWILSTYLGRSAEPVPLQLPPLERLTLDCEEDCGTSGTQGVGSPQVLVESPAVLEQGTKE
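System: Cy5-labelled duplex RRE RNA binding fluorescein-labelled HIV Rev peptide; Signal: fluorescein-to-Cy5 FRET, 480 nm excitation; Also added: labelled Rev peptide; Compound: one concentration, 8 µM nominal; Buffer or medium: HEPES pH 7.5 salt buffer with EDTA; Read-out: % inhibition of FRET ratio versus controls; Schedule: 5 min preincubation and 15 min binding, 25 °C.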
PostGolgi yeast: growth inhibition of a yeast mutant, post-Golgi transport screen. post-Golgi transport phenotypic cell assay. 98,000 compounds, 0.9% hits. inhibition, % at 10 µM;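 also: yeast cells grown in 1536-well plates; yeast grown about 18 h at 30C before absorbance read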
PTPN22 inh 2: blocks human PTPN22 phosphatase activity. recombinant LYP catalytic domain, DiFMUP fluorescence. inhibition, % at 2 µM. 96,000 compounds, 0.21% hits. AID 640;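 active = inhibition at 2 µM at or above a set limit, the screen mean plus 3 SD, cut at about 24% in these data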;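 also: 0% = DMSO with enzyme and 100% = enzyme fully blocked by orthovanadate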
* marks the source's active call; other numbers are inactive results; nt = no result given. Rule as the data show it, unless noted: active = inhibition above about 30%; inactive = the rest.

Start of the data: the first two compounds (preview)
[1] CCOC(=O)C1C(=O)OC2(CCCC2)C1C(=O)OCC (stereo not drawn)
[2] CC1=C(C(N)=O)C(c2cccs2)n2nc(-c3cccc(Cl)c3)nc2N1 (stereo not drawn)

compound no.	1	2
S1P2 agonist	0	-5
EphB4 ephrin blk	0	2
PostGolgi ctrl	5	-2
PTPN22 act	8	8
S1P2 antag	-15	-4
FAK blocker	-2	8
Rev-RRE block	5	-1
PostGolgi yeast	18	2
PTPN22 inh 2	-13	-8

Results, previewed entries included:
[1] CCOC(=O)C1C(=O)OC2(CCCC2)C1C(=O)OCC (stereo not drawn)
[2] CC1=C(C(N)=O)C(c2cccs2)n2nc(-c3cccc(Cl)c3)nc2N1 (stereo not drawn)
[3] CN(C(=O)c1ccncc1)c1nnc(-c2ccccn2)s1
[4] COC(=O)CNC(=O)COC(=O)C(Cc1ccccc1)NC(=O)c1ccco1 (stereo not drawn)
[5] Cn1c(=O)[nH]c(=O)c2c1nc(NCc1ccccc1)n2CC(O)c1ccccc1 (stereo not drawn)
[6] Cc1cnc(C(=O)OCC(=O)NCCc2ccccc2)cn1

compound no.	1	2	3	4	5	6
S1P2 agonist	0	-5	-8	-10	-2	-5
EphB4 ephrin blk	0	2	-5	4	3	5
PostGolgi ctrl	5	-2	1	14	-2	3
PTPN22 act	8	8	2	0	-10	-15
S1P2 antag	-15	-4	-4	14	17	15
FAK blocker	-2	8	3	1	7	0
Rev-RRE block	5	-1	6	10	5	8
PostGolgi yeast	18	2	3	8	-17	-2
PTPN22 inh 2	-13	-8	-3	-1	8	16

[7] CC1(C)OC(c2ccccc2)=C/C(=C/C=Nc2ccccc2)O1
[8] N#CCSc1nnc(COc2ccc3ccccc3c2)o1
[9] COc1ccc(-c2cn[nH]c2N)c(OC)c1
[10] COc1cccc(-c2nc(-c3ccccc3)[nH]c(=O)c2C#N)c1
[11] Cc1cc2c(s1)c1cnn(Cc3ccccc3F)c(=O)c1n2C
[12] Cc1ccc(S(=O)(=O)CC(=O)NC2CC2)cc1

compound no.	7	8	9	10	11	12
S1P2 agonist	-5	-1	-8	-7	1	-7
EphB4 ephrin blk	1	-3	4	5	3	-5
PostGolgi ctrl	nt	14	10	7	8	-11
PTPN22 act	-6	-1	-11	0	12	6
S1P2 antag	-5	31	6	12	-34	5
FAK blocker	1	0	31*	-6	-1	2
Rev-RRE block	10	10	5	3	10	4
PostGolgi yeast	nt	-10	3	0	7	7
PTPN22 inh 2	6	-1	7	2	-12	-7

[13] COc1ccc(C)cc1NC(=O)C1CCC(CNc2c(N3CCOCC3)c(=O)c2=O)CC1 (stereo not drawn)
[14] Cc1ccc(C(=O)COC(=O)CNC(=O)COc2ccccc2C)cc1C
[15] CCCSc1cc(=O)n(-c2ccccc2)nc1C(=O)OCC
[16] O=C(NC1CCCC1)C(c1cccs1)N(C(=O)c1ccco1)c1ccc2c(c1)OCCO2 (stereo not drawn)
[17] COc1ccc(Cn2c(=O)[nH]c3cc(C(=O)NCc4ccc5c(c4)OCO5)ccc3c2=O)cc1
[18] Cc1cccc(N2CCN(C(=O)CCc3nc4ccccc4[nH]3)CC2C)c1 (stereo not drawn)

compound no.	13	14	15	16	17	18
S1P2 agonist	-4	-3	-5	-5	-3	-3
EphB4 ephrin blk	-2	-2	1	1	-3	7
PostGolgi ctrl	1	5	-4	15	2	2
PTPN22 act	9	-6	-2	2	5	7
S1P2 antag	-2	3	12	7	5	29
FAK blocker	-3	2	0	0	0	-1
Rev-RRE block	2	12	-4	4	4	6
PostGolgi yeast	-6	-3	2	12	2	-2
PTPN22 inh 2	-10	6	5	-4	-6	-11

[19] Cc1cc(F)ccc1S(=O)(=O)Nc1ccccc1C(=O)Nc1ccccc1N1CCOCC1
[20] COc1ccc(NC(=O)C2CCN(C(=O)c3cccs3)CC2)cc1
[21] O=C(/C=C/c1ccccc1Cl)c1cccnc1
[22] COc1ccc2[nH]c(C)c(CCN3C(=O)C4C5C=CC(C5)C4C3=O)c2c1 (stereo not drawn)
[23] COc1ccc(C(c2nnnn2Cc2cccs2)N2CCC(C(N)=O)CC2)c(OC)c1 (stereo not drawn)
[24] O=S(=O)(NC1=NCCCCC1)c1cccs1

compound no.	19	20	21	22	23	24
S1P2 agonist	-1	-11	-2	-4	-7	-7
EphB4 ephrin blk	0	9	-1	-9	0	-2
PostGolgi ctrl	19	4	10	13	10	-18
PTPN22 act	-5	0	-2	-2	1	-12
S1P2 antag	4	13	-1	2	-23	14
FAK blocker	-4	1	-3	-2	-4	4
Rev-RRE block	4	7	2	9	-3	5
PostGolgi yeast	-18	-10	-12	1	0	13
PTPN22 inh 2	7	3	2	-1	-2	9

[25] CCOc1ccccc1NC(=O)NC1(C(=O)N2CCN3CCCC3C2)CCCCC1 (stereo not drawn)
[26] O=S(=O)(CCc1nc2ccccc2s1)c1ccc2ccccc2c1
[27] COc1ccc(-c2c3c(nc4sc(C(=O)Nc5cc(C)on5)c(N)c24)CCC3)cc1
[28] Cc1nnc(SC(C)C(=O)Nc2ncc(Cl)cc2Cl)n1Cc1ccccc1 (stereo not drawn)
[29] CC(=O)c1cccc(NS(=O)(=O)c2ccc(N/C=C\C(=O)c3ccc(C)cc3)cc2)c1
[30] CN1CCN(C(=O)c2ccc(COc3ccc(C(C)(C)C)cc3)o2)CC1

compound no.	25	26	27	28	29	30
S1P2 agonist	-3	-6	-4	-4	-9	0
EphB4 ephrin blk	-4	5	3	3	-11	8
PostGolgi ctrl	17	10	16	15	1	21
PTPN22 act	2	-4	-19	-9	9	-7
S1P2 antag	9	1	-7	11	67*	20
FAK blocker	2	2	0	-5	-1	8
Rev-RRE block	4	10	1	2	-2	9
PostGolgi yeast	-7	-5	-2	6	-2	6
PTPN22 inh 2	-5	4	19	13	-6	8

[31] O=C(NN=C1CCCCCC1)c1cc(-c2ccccc2)nc2ccccc12
[32] CCCC1CCc2c(sc(N)c2C(N)=O)C1 (stereo not drawn)
[33] Cc1cc(C)nc(SCNC(=O)c2ccc(F)cc2)n1
[34] CCCC(=O)Nc1cc(-c2nn(C)c(=O)c3ccccc23)ccc1OC
[35] c1ccc(-c2cc(N3CCOCC3)nc(-c3ccccc3)n2)cc1
[36] COCCn1c(-c2ccccc2)nc(=S)c2c1CC(C)(C)OC2

compound no.	31	32	33	34	35	36
S1P2 agonist	-3	0	-2	3	-2	-2
EphB4 ephrin blk	-1	7	-3	4	-5	-9
PostGolgi ctrl	0	8	13	24	7	0
PTPN22 act	10	-1	-3	-6	8	-4
S1P2 antag	-10	-17	-5	6	-13	-14
FAK blocker	-1	4	-3	6	-3	-4
Rev-RRE block	-2	6	5	6	-3	1
PostGolgi yeast	2	31*	32*	0	7	-6
PTPN22 inh 2	-7	0	2	4	-9	2

[37] COc1ccc(N(CC(=O)NC2CCCC2)C(=O)Cn2nnc(-c3ccc(C)cc3)n2)cc1OC
[38] COc1cc(NC(=O)c2cccs2)c(C(=O)OCC(=O)NC(C)c2ccccc2)cc1OC (stereo not drawn)
[39] O=C1c2ccccc2C(=O)N1CC#CCN1CCN(C2CCCCC2)CC1
[40] Cc1cccc(-n2ncc3c(Nc4c(C)n(C)n(-c5ccccc5)c4=O)ncnc32)c1
[41] N/C(CCCN1CCCCC1)=N/O
[42] Fc1cccc(Oc2nc3ccccc3n3cccc23)c1

compound no.	37	38	39	40	41	42
S1P2 agonist	0	1	-9	-7	-5	-5
EphB4 ephrin blk	1	-6	-6	5	-2	3
PostGolgi ctrl	-6	30*	6	10	-8	2
PTPN22 act	-4	-9	3	-6	-5	8
S1P2 antag	-3	-10	7	10	-5	-1
FAK blocker	0	-1	4	-5	0	1
Rev-RRE block	2	-2	-1	7	6	7
PostGolgi yeast	-2	6	1	4	-7	0
PTPN22 inh 2	1	8	-4	5	3	-11

[43] CCc1nnc(NC(=O)c2nc3nccc(C)n3n2)s1
[44] O=C(Nc1ccc2c(c1)OCCO2)N1CCN(c2ccc(F)cc2)CC1
[45] COCC(C)NC(=O)c1ccccc1OC(C)=O (stereo not drawn)
[46] COc1ccc(CCC(=O)Nc2cc(Cl)ccc2OC)cc1
[47] CCn1c(SCC(=O)Nc2cccc(NC(=O)c3ccco3)c2)nnc1-c1cccs1
[48] CC(C)C(OC(=O)c1ccco1)C(=O)NCc1ccccc1 (stereo not drawn)

compound no.	43	44	45	46	47	48
S1P2 agonist	-6	-6	-2	-5	-4	1
EphB4 ephrin blk	1	-11	2	-2	6	-4
PostGolgi ctrl	-4	6	13	10	0	1
PTPN22 act	11	4	0	-3	-4	-2
S1P2 antag	9	3	-7	-23	8	13
FAK blocker	-3	-2	-1	1	15	8
Rev-RRE block	12	-1	6	4	7	5
PostGolgi yeast	-8	-8	1	-6	-3	-4
PTPN22 inh 2	-7	-2	-1	5	1	0

Complete entries as entered above. Order of values: S1P2 agonist, EphB4 ephrin blk, PostGolgi ctrl, PTPN22 act, S1P2 antag, FAK blocker, Rev-RRE block, PostGolgi yeast, PTPN22 inh 2
N#CCSc1nnc(COc2ccc3ccccc3c2)o1 across the screens: -1, -3, 14, -1, 31, 0, 10, -10, -1
CC(=O)c1cccc(NS(=O)(=O)c2ccc(N/C=C\C(=O)c3ccc(C)cc3)cc2)c1 across the screens: -9, -11, 1, 9, 67*, -1, -2, -2, -6
COc1ccc(C(c2nnnn2Cc2cccs2)N2CCC(C(N)=O)CC2)c(OC)c1 (stereo not drawn) across the screens: -7, 0, 10, 1, -23, -4, -3, 0, -2
O=C(/C=C/c1ccccc1Cl)c1cccnc1 across the screens: -2, -1, 10, -2, -1, -3, 2, -12, 2
CN1CCN(C(=O)c2ccc(COc3ccc(C(C)(C)C)cc3)o2)CC1 across the screens: 0, 8, 21, -7, 20, 8, 9, 6, 8

Further structures follow.
[49] O=C(CSCC(=O)N1CCN(c2ccccc2)CC1)Nc1nc(-c2ccc(Cl)s2)cs1
[50] COc1ccc(N=C2SC(C(=O)Nc3ccc4c(c3)OCO4)CC(=O)N2C)cc1 (stereo not drawn)
[51] CCCCOc1ccc(NC(=O)c2cnc(C)cn2)cc1
[52] CCOc1ccc(CCNC(=O)COC(=O)c2ccco2)cc1OCC
[53] C=CCc1cc(C)ccc1OCCn1ccnc1
[54] CCCCOC(=O)Nc1ccc(S(=O)(=O)Nc2nc(C)cc(C)n2)cc1
[55] COc1ccc(Nc2nc(C)cc(C)c2C#N)cc1

compound no.	49	50	51	52	53	54	55
S1P2 agonist	-2	-4	2	-2	-3	-4	-7
EphB4 ephrin blk	-1	-4	-2	-2	-5	6	-3
PostGolgi ctrl	16	19	-1	-1	4	3	7
PTPN22 act	-6	4	-4	3	2	1	-1
S1P2 antag	0	-15	-13	-4	-20	-13	-2
FAK blocker	-2	1	2	-1	0	-2	-1
Rev-RRE block	-3	1	2	6	1	0	0
PostGolgi yeast	16	2	-6	0	-5	11	4
PTPN22 inh 2	4	-6	3	0	0	-9	1

High-throughput results as filed in PubChem BioAssay.
